IL-2 act = activators of IL-2; actives 0.065% (n = 360,000); IL-2 activation reporter assay, cell-based qHTS; stimulated with anti-CD3/CD4/CD28 beads; in transgenic mouse T cells; activation, % (series mostly up to about 46 µM); in the data active = activation above about 50%; inconclusive = mostly about 30% to 49%; also: 0% is about no effect
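Readout is EGFP and DsRed signal by fluorescent plate cytometry after 18 h at 37 degrees C. Transgenic mouse T cells (750/well) received compound for 60 min before bead stimulation (anti-CD3, anti-CD4, anti-CD28); memory T cells served as non-tolerant control.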
EPAC1 ag = agonists of human EPAC1 | O95398 | EPAC1 agonist qHTS, biochemical assay; response scale: 100% = response to 6.5 mM cAMP | Potency, µM (top dose mostly 154 µM), for the others: at the top dose activation, actives largely listed as activators | actives 0.073% (n = 360,000); also: potency is read from the fitted curve at half-maximal effect; nearly all actives have a fitted effect of over 60% in size
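Compounds were pinned as a concentration titration into mixtures of EPAC1 (100 nM), BODIPY-GDP-loaded Rap1B (250 nM) and GDP (50 uM). After 5 min at room temperature, fluorescence was followed for 30 min; activity was scaled to 6.5 mM cAMP.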
EPAC1 antagonist = antagonists of human EPAC1; O95398; EPAC1 GEF assay, Rap1b-BODIPY-GDP exchange fluorescence; Potency, µM (highest dose often 115 µM), for inactives: at the highest dose activity change, negative = inhibition, usual class: inhibitors; actives 0.14% (n = 360,000); AID 720709;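 also: potency is read from the fitted curve at half-maximal effect; plate controls were vehicle for no effect and positive control for full effect; nearly all actives have a fitted effect of over 50% in size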
PI5P4Ka inh = blocks human PI5P4K alpha kinase activity; PI5P4Kalpha enzyme, ADP-Glo luminescence, 60 min; active compounds read low; max response, %; actives 1.2% (n = 330,000); P48426; AID 652105; active = max response of -50% or lower; inconclusive = between -30% and -50%; inactive = -30% or higher; also: value at the top dose of about 77 µM; % is scaled to controls: 0 for no effect and ±100 for the full control effect
Target sequence (P48426 whole entry, looked up): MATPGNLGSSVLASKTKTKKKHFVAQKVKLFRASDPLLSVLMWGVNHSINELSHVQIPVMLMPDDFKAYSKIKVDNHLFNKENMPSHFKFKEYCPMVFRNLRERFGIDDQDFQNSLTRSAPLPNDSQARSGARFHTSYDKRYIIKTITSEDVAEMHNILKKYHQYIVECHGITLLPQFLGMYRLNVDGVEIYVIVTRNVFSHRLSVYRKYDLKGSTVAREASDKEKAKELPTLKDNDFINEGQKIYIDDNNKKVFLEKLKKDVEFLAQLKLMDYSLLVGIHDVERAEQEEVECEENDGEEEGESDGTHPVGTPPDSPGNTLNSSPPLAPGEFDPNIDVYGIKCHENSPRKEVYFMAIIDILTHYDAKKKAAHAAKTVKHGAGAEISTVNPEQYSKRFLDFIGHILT
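Human PI5P4Kalpha with substrate in 0.038 M HEPES pH 7.4, 0.28 mM EGTA, 0.1% CHAPS, 5% DMSO; reaction started with 5 microM ATP (final), 60 min at room temperature. ADP formed read by ADP-Glo luminescence.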
Abeta rescue = restores growth of yeast expressing A-beta42 peptide; AID 1347071; yeast expressing A-beta42, growth rescue, OD600, 48 h; response scale: 0% DMSO, 100% iron-clioquinol control; Potency, µM (top dose mostly 46.1 µM), for inactives: at the highest dose growth rescue, usual class: activators; actives 0.063% (n = 410,000); also: potency is read from the fitted curve at half-maximal effect; nearly all actives have a fitted effect of over 55% in size
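Yeast growth medium received pinned compounds, then yeast cells expressing toxic A-beta were added; plates incubated at 30 C for 48 hr. Growth read as absorbance at 600 nm, normalized to DMSO and equimolar FeCl3 plus clioquinol controls.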
WRN helicase inh = blocks human WRN helicase | WRN helicase unwinding, fluorescent forked duplex, kinetic | Potency, µM (titrated, usually from 114 µM), for the others: at the top dose activity change, negative = inhibition, usual class: inhibitors | actives 0.46% (n = 360,000) | AID 651768; also: potency is read from the fitted curve at half-maximal effect; % is scaled to controls: 0 for no effect and ±100 for the full control effect; nearly all actives have a fitted effect of over 55% in size
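Kinetic fluorescence helicase assay: unwinding of a quenched forked DNA duplex (100 nM final) with 2 mM ATP final raises red fluorescence (525/598 nm). Compounds sat 15 min at room temperature with 20 nM WRN beforehand.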
aSyn rescue = rescues yeast growth from alpha-synuclein toxicity. Potency, µM (titrated, usually from 46.1 µM), without a hit: at the top dose growth rescue (activation), usual class: activators. Yeast expressing alpha-synuclein, growth rescue, BacTiter-Glo, 24 h. AID 652106. actives 0.14% (n = 370,000); also: potency is read from the fitted curve at half-maximal effect; % of control where 0% means no effect; nearly all actives have a fitted effect of over 65% in size
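Galactose-induced alpha-syn yeast (OD600=0.02, raffinose-pregrown) + pinned cpd, 24 hr, 30 deg C; growth by BacTiter-Glo luminescence. Growth restoration scores as activation.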
PLK1 PBD block = PLK1 (human) polo-box domain binding inhibition; P53350; Plk1 PBD binding of FITC phosphopeptide, fluorescence polarization; Potency, µM, for inactives: max response, negative = inhibition, usual class: inhibitors; actives 2.8% (n = 360,000); AID 720504; also: potency is read from the fitted curve at half-maximal effect; series mostly up to about 57 µM; % is scaled to controls: 0 for no effect and ±100 for the full control effect; nearly all actives have a fitted effect of over 65% in size
Target sequence (P53350 whole entry, looked up, the tested form may be a part): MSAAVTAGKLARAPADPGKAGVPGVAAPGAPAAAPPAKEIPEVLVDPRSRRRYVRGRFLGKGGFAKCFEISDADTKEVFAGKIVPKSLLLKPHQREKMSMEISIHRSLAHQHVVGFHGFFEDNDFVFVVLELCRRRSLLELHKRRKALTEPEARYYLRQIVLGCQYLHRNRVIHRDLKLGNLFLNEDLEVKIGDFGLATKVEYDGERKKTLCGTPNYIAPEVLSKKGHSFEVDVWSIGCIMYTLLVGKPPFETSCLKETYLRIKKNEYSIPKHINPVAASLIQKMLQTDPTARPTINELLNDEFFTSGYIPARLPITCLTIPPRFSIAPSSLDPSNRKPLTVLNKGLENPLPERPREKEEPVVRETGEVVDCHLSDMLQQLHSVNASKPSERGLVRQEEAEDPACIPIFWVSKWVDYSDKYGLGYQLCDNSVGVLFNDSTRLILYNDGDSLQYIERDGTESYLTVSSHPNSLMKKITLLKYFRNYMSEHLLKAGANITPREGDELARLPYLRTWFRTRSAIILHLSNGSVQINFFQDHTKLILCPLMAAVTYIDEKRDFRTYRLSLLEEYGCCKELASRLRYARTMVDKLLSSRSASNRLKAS
FUS yeast rescue = suppressors of FUS proteinopathy in yeast; actives 0.24% (n = 390,000); Potency, µM (top dose mostly 76.6 µM), for the others: at the top dose growth rescue (activation), actives largely listed as activators; S. cerevisiae FUS-expressing, growth rescue, OD600, 24 h;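 also: potency is read from the fitted curve at half-maximal effect; plate controls were DMSO vehicle for no effect and reference control for full effect; nearly all actives have a fitted effect of over 55% in size; some results filed as inactive show a strong effect at the top dose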
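Steps: raffinose overnight preculture; dilution to OD 0.005 in 2% galactose minimal medium; compound addition (concentration series); 24hr at 30C, 99% humidity; absorbance read at 600 nm.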
* hit, by the source's call; ? = inconclusive; · = not tested or not shown; [ ] = remark or other dose. Unless noted, calls follow the shape of the dose curve; as a rule, active = well fitted curve in the direction sought with a large enough effect; inconclusive = small, poorly fitted or top-dose-only effect, or another doubt; inactive = no such curve, though single readings can be large; an effect the other way counts as inactive or inconclusive. No enrichment for hits; about 4.1% have a hit in one of these screens.

SMILES	IL-2 act	EPAC1 ag	EPAC1 antagonist	PI5P4Ka inh	Abeta rescue	WRN helicase inh	aSyn rescue	PLK1 PBD block	FUS yeast rescue
O=S(=O)(NCC1CCCO1)c1cc(Cl)ccc1Br (stereo not given)	-2.1	-3.0%	13.8%	·	-3.6%	-2.0%	-1.2%	-11.7%	26.2%
N=c1n(Cc2ccc(Cl)cc2)c2ccccc2n1CC(O)c1ccco1 (stereo not given)	-2.2	5.6%	7.2%	-4.1	10.0%	7.4%	5.1%	1.0%	14.6%
Cc1c(C(=O)C(=O)N2CCN(Cc3ccc4c(c3)OCO4)CC2)c2ccccc2n1C	0.2	-6.6%	-6.3%	0.0	6.3%	0.6%	6.5%	5.7%	-6.4%
COc1ccc(C(=O)NC(=O)Nc2ncccc2C)cc1	-1.3	1.5%	0.2%	-14.3	10.5%	-14.3%	-4.1%	-10.4%	8.7%
CCOc1ccc(C(C(=O)NC(C)(C)C)N(CCOC)C(=O)CCC(=O)Nc2ccccn2)cc1 (stereo not given)	-0.9	-13.7%	3.8%	10.3	6.2%	-3.9%	1.3%	1.0%	-6.7%
CCCN(CC(=O)Nc1ccccc1OC)C(=O)Cn1[nH]c(=O)c2ccccc2c1=O	-0.1	3.0%	-4.9%	-8.6	-10.4%	11.4%	-7.8%	1.7%	1.0%
CNc1ncc(C(=O)c2ccc(F)cc2)s1	0.0	4.3%	-7.1%	1.2	2.7%	-2.5%	-10.9%	-13.0%	-4.1%
CCn1c(=O)c(C(=O)Nc2cccnc2)c(O)c2ccccc21	-2.8	7.0%	-13.2%	·	1.0%	?	-0.4%	-4.1%	-20.0%
CC(C)c1ccc(C2(C)NC(=O)N(CC(=O)N3CCN(C(=O)c4cccs4)CC3)C2=O)cc1 (stereo not given)	0.2	4.0%	-6.5%	0.1	-5.2%	3.4%	4.1%	-3.1%	18.4%
Cc1occc1C(=O)NC1CCCCCCC1	-4.2	-10.3%	-4.6%	2.2	-27.2%	9.8%	-37.0%[inhibitor]	-4.5%	33.9%
CCOC(=O)N1CCN(c2cc(=O)n(-c3ccccc3C)c(=O)[nH]2)CC1	-3.7	-4.7%	0.0%	2.2	-4.7%	3.0%	-6.6%	-7.8%	-26.4%
COc1cc(NC(=O)C2CCCO2)c(OC)cc1Cl (stereo not given)	-0.4	4.4%	-8.9%	1.3	-9.2%[9.22 µM]	-23.9%	1.1%	-7.8%	-14.1%
O=C1C(Cl)=C(N2CCCCC2)C(=O)N1c1ccccc1	1.7	11.3%	4.7%	·	-1.1%	-10.2%	0.1%	-19.2%	13.5%
Cc1ccc(S(=O)(=O)N2CCC(C(=O)OC(C)C(=O)NC3CCCCC3C)CC2)cc1C (stereo not given)	-0.1	10.3%	-4.4%	5.1	9.1%	-3.6%	-2.6%	-5.7%	?
CC(C)(C)C(=O)[C@@H]1[C@@H]2C(=O)N(C3CCCCC3)C(=O)[C@@H]2[C@H]2c3ccccc3C=CN12	0.5	-0.3%	-2.3%	0.0	3.7%	-3.8%	·	26.7µM*	?
COC(=O)Cc1ccc(NC(=S)NCc2ccco2)cc1	-0.6	12.1%	-25.5%	2.7	-4.8%	-31.3%	-3.4%	-12.7%	11.0%
O=C(O)Cc1csc(-c2ccc(F)cc2)n1	-2.3	-7.2%	-7.4%	-4.7	-5.0%	10.9%	18.1%	-0.1%	-5.3%
O=C(NCCc1ccccn1)c1cc(C(=O)C2CCCCC2)c[nH]1	-0.4	10.3%	-18.3%	7.7	2.7%	1.4%	-2.4%	-7.6%	17.2%
CCC(=O)OC1(C)C(=O)C2=COC(c3ccc(OC)cc3)=CC2=C(Br)C1=O (stereo not given)	-0.1	12.6%	?	-72.2*	-83.0%[inhibitor]	-24.1%[57.1 µM]	-83.3%[inhibitor]	?	13.0%
CCN(c1ccccc1)S(=O)(=O)c1ccc(C(=O)N(CCCN(C)C)c2nc3cc4c(cc3s2)OCO4)cc1	-0.9	1.7%	-1.9%	-1.0	10.8%	-0.5%	2.7%	-8.8%	?
CCN(Cc1ccc(NC(C)=O)cc1)CC1CCCN(CCc2cccc(F)c2)C1 (stereo not given)	-0.9	-7.7%	-10.1%	6.5	-14.1%	-6.4%	-19.8%	-4.1%	-22.0%
Cc1cc(C)nc(N(C#N)Cc2ccc(Cl)cc2)n1	-4.1	4.8%	-10.0%	8.5	7.4%	-5.6%	13.8%	-29.4%	17.3%
CCCCN1CC(N2CCN(Cc3cccc(C)c3)CC2)CS1(=O)=O (stereo not given)	0.3	-2.3%	-19.1%	5.0	7.0%	5.5%	6.5%	-3.0%	-24.7%
Cn1c(C(=O)N2CCCC(C(=O)N3CCN(C(=O)c4ccco4)CC3)C2)cc2sccc21 (stereo not given)	-2.2	3.6%	?	0.0	-15.8%	-2.6%	-1.4%	-17.1%	5.9%
CCc1nc(SCC(=O)Nc2nnc(C(C)C)s2)n[nH]1	-2.0	0.3%	-12.7%	0.1	4.8%	1.8%	-1.7%	?	25.0%
Cc1c(C(=O)NC(C)C)oc2c1-c1[nH]ncc1CC2	0.3	4.8%	11.8%	-2.8	0.2%	-6.7%	-2.8%	-9.6%	28.2%
CCC[C@H](CN[C@@H](CNC)[C@H](C)O)NCCc1ccc(OC)cc1	0.1	-16.2%	0.7%	-0.1	-3.2%	-30.9%	-4.4%	-16.2%	-2.9%
Nc1c(Cl)ncnc1NCc1cccnc1	0.7	11.5%	5.8%	-1.3	-7.1%	6.9%	-4.1%	-11.9%	2.8%
COc1ccccc1NC(=O)/C=C/C(N)=O	-3.7	-2.0%	9.7%	·	6.9%	-5.1%[57.1 µM]	20.8%	-17.5%	-1.8%
COc1ccc(N(CC(=O)Nc2ccccc2C(=O)NCCc2ccccc2)S(C)(=O)=O)cc1OC	-2.4	-3.1%	4.6%	·	2.7%	-3.1%	-7.5%	-2.4%	26.7%

Another view of some results above.
O=C(O)Cc1csc(-c2ccc(F)cc2)n1
  IL-2 act = -2.3
  EPAC1 ag = -7.2%
  EPAC1 antagonist = -7.4%
  PI5P4Ka inh = -4.7
  Abeta rescue = -5.0%
  WRN helicase inh = 10.9%
  aSyn rescue = 18.1%
  PLK1 PBD block = -0.1%
  FUS yeast rescue = -5.3%

O=C(NCCc1ccccn1)c1cc(C(=O)C2CCCCC2)c[nH]1
  IL-2 act = -0.4
  EPAC1 ag = 10.3%
  EPAC1 antagonist = -18.3%
  PI5P4Ka inh = 7.7
  Abeta rescue = 2.7%
  WRN helicase inh = 1.4%
  aSyn rescue = -2.4%
  PLK1 PBD block = -7.6%
  FUS yeast rescue = 17.2%

CCC(=O)OC1(C)C(=O)C2=COC(c3ccc(OC)cc3)=CC2=C(Br)C1=O (stereo not given)
  IL-2 act = -0.1
  EPAC1 ag = 12.6%
  EPAC1 antagonist = ?
  PI5P4Ka inh = -72.2*
  Abeta rescue = -83.0%[inhibitor]
  WRN helicase inh = -24.1%[57.1 µM]
  aSyn rescue = -83.3%[inhibitor]
  PLK1 PBD block = ?
  FUS yeast rescue = 13.0%

Later entries
SMILES	IL-2 act	EPAC1 ag	EPAC1 antagonist	PI5P4Ka inh	Abeta rescue	WRN helicase inh	aSyn rescue	PLK1 PBD block	FUS yeast rescue
O=C(COC(=O)c1ccncc1)NC(=O)C1CCCCC1	-0.6	0.1%	-23.0%	·	-0.2%	-8.5%	0.6%	-1.5%	23.5%
CN1C(=O)C(=O)/C(=C(/O)c2ccc(Br)cc2)C1c1ccc(Cl)cc1 (stereo not given)	-3.6	-6.5%	-2.4%	-1.5	-6.5%	11.2%	-4.5%	-15.0%	0.7%
O=C1CC(c2cc(F)ccc2F)c2cc3c(cc2N1)CCC3 (stereo not given)	-2.4	-19.7%	?	2.8	1.6%	15.2%	?	-27.1%	23.3%
Cc1cc(C)n2nc(CCc3ccccc3)nc2n1	-0.1	6.8%	-3.6%	·	-11.5%	11.7%	0.9%	-10.3%	8.1%
CN(c1ccc(C(=O)NCc2ccncc2)cc1)S(C)(=O)=O	0.1	9.8%	2.4%	1.8	7.5%	0.1%	6.9%	-5.2%	-39.1%
CCOc1cc(NC(=S)Nc2cccc(OC)c2)c(OCC)cc1NC(=O)c1ccc(C)cc1	-4.1	3.2%	-3.8%	·	13.5%	-2.3%	-11.3%	0.0%	44.0%
Cc1ccc(-c2csc(N/N=C/c3ccco3)n2)c(C)c1	-0.4	6.7%	-2.9%	17.3	18.5%	2.9%	-4.3%	-29.3%	·
CCN(CC)C(CNC(=O)CSc1nnnn1-c1ccc(C)c(C)c1)c1ccco1 (stereo not given)	-0.4	4.2%	-5.2%	1.8	-1.1%	-4.2%	1.0%	-4.6%	-9.8%
COc1ccc(-c2nn(-c3ccccc3)cc2CO)cc1OC	-1.5	-2.7%	5.6%	·	5.5%	-2.1%	-5.5%	1.7%	16.1%
Cn1c(=O)c(=O)n(C)c2cc([N+](=O)[O-])c([N+](=O)[O-])cc21	-0.6	3.1%	-10.0%	-9.7	-12.4%	-10.7%	-1.2%	-15.7%	-2.3%
COc1ccccc1CNC(=O)c1csc2c1CCCC2	-2.1	4.8%	3.7%	-2.2	27.2%	9.8%	14.4%	-6.4%	10.4%
Cc1ccc(NC(=O)c2cc(S(=O)(=O)N3CCOCC3)ccc2Cl)cc1S(=O)(=O)N1CCOCC1	1.9	17.5%	-25.8%	7.2	1.1%	-3.6%	-1.2%	-1.5%	42.1%
Cc1[nH]c(=S)c(C#N)c(C)c1CC(=O)c1ccc(Br)cc1	1.7	12.1%	17.9%	-14.7	-4.3%	-0.3%	-3.8%	-28.1%	22.2%

From PubChem
